PV pol inh: poliovirus RNA polymerase inhibition | P03300 | poliovirus polymerase elongation, fluorescence polarization; stronger effect = lower value | % elongation, % (compound at 16.7 µg/mL) | actives 0.66% (n = 150,000) | AID 588519; in the data active = % elongation below about 90%; also: some results filed as inactive read as strong as hits
Target sequence (P03300 1749-2209 limits assumed): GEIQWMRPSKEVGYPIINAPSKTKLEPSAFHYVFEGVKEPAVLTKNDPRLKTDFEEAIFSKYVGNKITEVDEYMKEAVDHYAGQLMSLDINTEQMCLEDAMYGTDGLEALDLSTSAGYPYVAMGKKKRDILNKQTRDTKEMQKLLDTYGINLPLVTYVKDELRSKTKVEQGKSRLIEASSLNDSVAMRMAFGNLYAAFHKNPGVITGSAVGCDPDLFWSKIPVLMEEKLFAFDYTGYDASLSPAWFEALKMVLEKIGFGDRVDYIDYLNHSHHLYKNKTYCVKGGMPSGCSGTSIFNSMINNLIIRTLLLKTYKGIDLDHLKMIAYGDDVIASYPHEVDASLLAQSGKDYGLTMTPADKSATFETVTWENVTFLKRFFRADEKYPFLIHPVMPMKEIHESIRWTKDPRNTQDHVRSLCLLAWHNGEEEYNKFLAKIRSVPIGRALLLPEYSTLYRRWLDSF
PV pol inh FP z-score: further read-out of PV pol inh, marked with its call; z-score; measured here: FP z-score; hits read low
The depositor's hits bear a star; & = joins results of further samples. Only part of the results is shown; count on the stated rates, not on these rows.

smiles | PV pol inh | PV pol inh FP z-score
Cc1cc(C)c(S(=O)(=O)/N=C2\SCCN2S(=O)(=O)c2c(C)cc(C)cc2C)c(C)c1 | 101.0 | -0.1
COC(=O)c1ccccc1NC(=O)Cn1c(=O)n(CCCC(=O)NCc2ccccc2OC)c(=O)c2ccccc21 | 102.0 | -1.1
CC(C)=NOC1=NS(=O)(=O)c2ccccc21 | 104.0 | 0.8
Cc1cccc(Nc2cc(=O)[nH]c(=O)[nH]2)c1 | 100.0 | -0.4
COC(CN(C)c1cc(C)nc2c(-c3ccc(Cl)cc3)c(C)nn12)OC | 101.0 | -0.4
O=C1C2=C(Nc3ccccc3SC2c2ccccc2C(F)(F)F)c2ccccc21 (stereo not given) | 108.0 | 0.8
Cc1cc(=O)n2nc(N(C)CC(=O)NC3CCCc4ccccc43)sc2n1 (stereo not given) | 99.0 | -1.2
Cc1cc(C)n(CCc2nc(-c3ccco3)cs2)n1 | 102.0 | 0.1
O=C(Cn1nnc2ccccc2c1=O)NC(=O)Nc1ccccc1F | 107.0 | 0.5
CC(=O)N(C1=NCCCS1)c1ccccc1F | 102.0 | -0.1
COc1cc(Cl)c(C)cc1NC(=O)CCCN1C(=O)C(c2ccccc2)Oc2cccnc21 (stereo not given) | 101.0 | -1.1
CSc1nn2c(=O)c(Cc3ccccc3)nnc2s1 | 97.0 | -1.1

3 structures already listed, arranged by SMILES length, high to low.
smiles | PV pol inh | PV pol inh FP z-score
Cc1cc(C)c(S(=O)(=O)/N=C2\SCCN2S(=O)(=O)c2c(C)cc(C)cc2C)c(C)c1 | 101.0 | -0.1
Cc1cccc(Nc2cc(=O)[nH]c(=O)[nH]2)c1 | 100.0 | -0.4
CC(C)=NOC1=NS(=O)(=O)c2ccccc21 | 104.0 | 0.8

(further entries)
smiles | PV pol inh | PV pol inh FP z-score
Cc1cccc(NC(=O)C2CC(=O)N(c3ccccc3)C2)n1 (stereo not given) | 107.0 | 0.5
CSc1ncnc2c1nnn2Cc1ccccc1Cl | 103.0 | 0.2
N#CC(C#N)=Cc1ccc(Cl)s1 | 94.0 | -3
CC(C)CNS(=O)(=O)c1ccc(S(=O)(=O)N2CCCC(C(=O)NC3CCCCC3)C2)cc1 (stereo not given) | 101.0 | 0
Cc1ccc(N2C(=O)/C(=C\c3ccc4c(c3)OCO4)N=C2SC2CCOC2=O)cc1 (stereo not given) | 101.0 | -0.2
COc1ccc(NC(=O)Cn2nnc(C(=O)Nc3ccc(OC)c(OC)c3)c2N)cc1 | 103.0 | 0.3
O=C(OCc1ccc(Cl)cc1)c1ccc2c(c1)C(=O)N(CCCN1CCOCC1)C2=O | 104.0 | 0.3
COc1cc(/C=N/S(=O)(=O)c2ccc(Br)cc2)cc(OC)c1O | 103.0 | 0
COc1ccc2[nH]cc(NC(=O)N3CCN(C(=O)OC(C)(C)C)CC3)c(=O)c2c1 | 106.0 | 0.8
C=CCn1c(SCC(=O)OC(C)(C)C)nc2scc(-c3ccco3)c2c1=O | 107.0 | 0.3
Cc1ccccc1OCC(=O)Nc1cccnc1 | 101.0 | -0.4
O=S(=O)(c1cnc[nH]1)N1CCN(Cc2ccccc2)CC1 | 100.0 | -0.2
CCN(CC)CCNC(=O)c1ccc2c(c1)NC(=O)C(CS(=O)(=O)Cc1ccc(F)cc1Cl)N2 (stereo not given) | 102.0 | -0.1
Cc1ccc(CNC(=O)CSc2ncc3c(n2)-c2cc(Cl)ccc2N(C)S3(=O)=O)cc1 | 104.0 | -0.1
Cn1ccnc1-c1nc2ccccc2n(CC(=O)O)c1=O | 103.0 | -0.1
COc1ccc2c(c1)CCc1c(C(=O)Nc3c(C)nn(Cc4ccc(C)cc4)c3C)noc1-2 | 105.0 | -0.2
CCCN(C(=O)c1cc2ccc3cccnc3c2[nH]1)c1ccc(F)cc1 | 107.0 | -0.1
COc1ccc(C2CC(c3ccccc3)=NN2C(=O)COC(=O)c2ccco2)cc1 (stereo not given) | 108.0 | 0.5
COc1ccccc1NC(=O)Cn1c(=O)n(-c2ccccc2Cl)c(=O)c2sc3ccccc3c21 | 101.0 | -1
CN(C)CCOC(=O)COc1ccc(Cl)cc1 | 99.0&100.0 | -0.1&0
CCOC(=O)Cc1c(C)nc(Cc2ccc(OC(C)C)cc2)[nH]c1=O | 104.0 | 0.5
O=C(NCC12CC3CC(C1)CC(CNC(=O)N1CCCC1)(C3)C2)N1CCCC1 | 103.0 | 1.4
O=C1/C(=C\c2ccccn2)CN(Cc2ccccc2)C/C1=C\c1ccccn1 | 101.0 | -0.4
Cc1cc(NC(=O)CSc2nnc(-c3cccs3)n2C)no1 | 102.0 | -0.2
COc1cc(-c2noc(-c3ccc(NCc4cccnc4)c([N+](=O)[O-])c3)n2)cc(OC)c1OC | 112.0 | 0.8
NC(=O)CSc1nnc(C2CC2)n1C1CC1 | 104.0 | -0.9
COc1ccc(-n2c(/C=C/c3cccc(F)c3)nc3ccccc3c2=O)cc1Cl | 110.0 | 0.4
Clc1ccc(CN2CCN(/N=C/C=C/c3ccco3)CC2)cc1 | 103.0 | 0.2
O=C(CSc1nnc(-c2ccc3c(c2)OCO3)o1)N1N=C(c2cccs2)CC1c1ccco1 (stereo not given) | 105.0 | 0.3
Cc1cc(Nc2ccccc2F)n2nc(-c3ccccc3)nc2n1 | 110.0 | 1
CCN(Cc1ccccc1)C(=O)CSc1nc2ccncc2[nH]1 | 105.0 | 1
Cc1cc(/C=c2\sc3nc4ccccc4n3c2=O)c(C)n1-c1cccnc1 | 105.0 | 0.7
NS(=O)(=O)c1ccc(CCNC(=O)CSc2nc3ccc(Cl)cc3o2)cc1 | 104.0 | -0.1
COc1cccc(CNC(=O)Cc2c(C)c3c(cc(C)c4c(C)coc43)oc2=O)c1 | 110.0 | 0.5
Cc1ccccc1C(=O)N1CCC(C(=O)OCc2ccccn2)CC1 | 98.0 | -0.4
COc1ccc(/C=N/N2C(=O)c3ccc4c5c(ccc(c35)C2=O)CC4)cc1Br | 104.0 | 0.4
Cc1ccc(NC(=O)Cn2c(=O)oc3cc(S(=O)(=O)N4CCCCC4)ccc32)c(Cl)c1 | 106.0 | 0.6
CCN1CCN(C(=O)c2cnn(-c3cccc(C)c3)c2C2CCN(C(=O)OC(C)(C)C)CC2)CC1 | 107.0 | 0.2
Cc1ccc2[nH]c(CSc3nnc(COc4ccccc4C)n3C)cc(=O)c2c1 | 103.0 | -0.6
CSC(=NC(C)C)NC#N | 102.0 | 0.1
CCN(C(=O)C(NS(=O)(=O)c1ccc(Br)s1)c1ccccc1)c1ccc(C)c(C)c1 (stereo not given) | 112.0 | 1
Cc1c(C(=O)Oc2ccc(Br)cc2)sc2ncn(Cc3ccccc3F)c(=O)c12 | 105.0 | 0.2
O=c1[nH]c2c(=O)oc3ccccc3c2n(C2CCCCC2)c1=O | 100.0 | -0.1
O=C(Nc1ccncc1)c1cn(-c2ccccc2)nc1-c1cccs1 | 100.0 | -1.1
COc1cc(CN2CC3CC(C2)c2cccc(=O)n2C3)cc(Br)c1O (stereo not given) | 99.0 | -0.3
Cc1ccc(CCNC(=O)Cn2ncc3c([nH]c4ccccc43)c2=O)cc1 | 108.0 | 0.3
Cc1ccc(NC(=O)N2CCN(C)c3ncccc32)cc1C | 101.0 | -1
CCOC(=O)c1cnc2ccccc2c1Nc1ccc(OC)cc1 | 105.0 | 0.8
Cc1ccc(Nc2nc(C)cc(C)c2C(N)=O)cc1 | 102.0 | 0.1
CC(=O)N(Nc1ccccc1)c1ccccc1 | 103.0 | 0.3
CC1CCN(C(=O)Cn2ncc3c4ccccc4n(Cc4ccccc4)c3c2=O)CC1 | 98.0 | -1.2
CCc1ccccc1NC(=O)Cn1ccn(Cc2ccccc2)c(=O)c1=O | 101.0 | -1.1
CCCNC(=O)c1cc2oc3ccccc3c2n1C | 103.0 | 0.3
Cc1ccc(NC(=O)Cn2c(=O)n(Cc3ccco3)c(=O)c3sc4ccccc4c32)cc1C | 108.0 | 1.3
CCCCCc1nn2cc(-c3cccc(OC)c3)nc2s1 | 100.0 | -0.9
CC(C)(C)NC(=O)CSc1nnnn1C(C)(C)C | 102.0 | -0.4
CCN(CC(=O)Nc1ccc2c(c1)OCCO2)C(=O)c1cc(Cl)ccc1O | 103.0 | 0.1
CCc1ccc2occ(CC(=O)Nc3c(C(=O)c4ccc(F)cc4)oc4ccccc34)c2c1 | 114.0 | 0
Cc1cc(C)cc(OC(=O)c2snnc2C)c1 | 94.0 | -0.9
Cc1cc2occ(CC(=O)OCc3nc4ccccc4c(=O)n3CC#N)c2cc1C | 107.0 | 0.6

Reprinted at random: four records from the list
smiles | PV pol inh | PV pol inh FP z-score
Cc1cc2occ(CC(=O)OCc3nc4ccccc4c(=O)n3CC#N)c2cc1C | 107.0 | 0.6
CC(C)(C)NC(=O)CSc1nnnn1C(C)(C)C | 102.0 | -0.4
CC1CCN(C(=O)Cn2ncc3c4ccccc4n(Cc4ccccc4)c3c2=O)CC1 | 98.0 | -1.2
CCCNC(=O)c1cc2oc3ccccc3c2n1C | 103.0 | 0.3

Continued:
smiles | PV pol inh | PV pol inh FP z-score
O=C(c1ccccc1)c1ccccc1C(=O)c1ccccc1 | 109.0 | 0.8
CCC(=O)Nc1nc(-c2ccc3c(c2)CCN3C(C)=O)cs1 | 98.0 | -1.8
Cc1cccc(Oc2coc3cc(OC(=O)c4ccc(F)cc4)ccc3c2=O)c1 | 100.0 | -0.5
O=C1CS/C(=N/c2ccccn2)N1C1CCCCC1 | 101.0 | -0.2
O=C(COc1ncnc2ccccc12)Nc1ccc(Cl)cc1F | 102.0 | 0.5
Nc1ccc2oc(-c3ccccc3)nc2c1 | 101.0 | -0.1
Cc1ccc2c(c1)OC(=O)CC2c1ccccc1 (stereo not given) | 103.0 | 0.4
O=C(NC1CCCCC1)C(=S)NC1CCCC1 | 100.0 | 0
CCc1nc2cc(N)ccc2n1C | 96.0 | -1.5
CC(=O)NCc1ccc(C(=O)COC(=O)CCc2c[nH]c3ccccc23)o1 | 107.0 | 1
CCOC(=O)c1c(-c2ccccc2)oc2cc(Br)c(O)cc12 | 101.0 | -0.1
O=C(CSc1nc2ncccc2[nH]1)NC1CCCC1 | 103.0 | 0
CCN(CC)c1ccc(-c2nocc2C#N)cc1 | 76.0 | -6.8
Cc1ccc2ncc(C(=O)NCCc3ccc(S(N)(=O)=O)cc3)c(=O)n2c1 | 97.0 | -2.2
O=C(CSC(c1ccccc1)c1ccccc1)Nc1ccccc1 | 106.0 | 0.3
CO/N=C1\CN(c2nc3c(cc2F)c(=O)c(C(=O)O)cn3C2CC2)CC1CN (stereo not given) | 100.0 | 0.1
O=C(COc1ccc(F)cc1)Nc1ccc2nc(SCC(=O)N3CCOCC3)sc2c1 | 104.0 | -0.7
Cc1ccc(C)n1CCN1CCN(C(=O)c2cccs2)CC1 | 102.0 | 0.2
CC(C)Nc1nnc(SCC(=O)Nc2c(C#N)oc3ccccc23)s1 | 103.0 | 0.1
COC(=O)C(CCSC)NC(=O)c1cc2c(n(-c3ccccc3)c1=O)CC(C)(C)CC2=O (stereo not given) | 106.0 | 0.2
O=C(CCCN1C(=O)C(c2ccccc2)Oc2cccnc21)N1CCc2ccccc21 (stereo not given) | 102.0 | 0.2
Cc1ccc(Nc2nc(N)nc(COc3ccccc3C#N)n2)cc1 | 106.0 | 0.4
O=C(CCn1nc(C(F)(F)F)cc1C1CC1)NCCC1=CCCCC1 | 102.0 | 0.2
COc1ccc(NS(=O)(=O)C(F)(F)F)cc1 | 99.0 | -1.2
CC(C)c1ccc(NC(=O)CN2C(=O)COc3ccc(S(=O)(=O)Nc4ccccc4)cc32)cc1 | 100.0 | -1.8
O=C(Nc1cccc(Cl)c1)c1ccc(CS(=O)c2ccc(Cl)cc2)o1 (stereo not given) | 102.0 | 0.3
CCCCOC(=O)c1ccc(Nc2ncnc3c2cnn3-c2cccc(C)c2)cc1 | 101.0 | -1.1
Cc1cc(C)c(S(=O)(=O)Nc2ccc3[nH]c(=O)[nH]c3c2)c(C)c1 | 103.0 | 0.4
CC1CCc2c(sc(NC(=O)COc3ccccc3)c2C(=O)Nc2ccccc2Cl)C1 (stereo not given) | 104.0 | -0.1
O=S(=O)(NCCCN1CCOCC1)c1cc(Br)c(Br)s1 | 102.0 | 0.1
Cc1cc(C(=O)OC(C)C)ccc1-c1ccc(C=C(C#N)C#N)o1 | 100.0 | -0.5
CN(CC(=O)N1CCN(c2ccccc2)CC1)S(=O)(=O)c1ccccc1 | 99.0 | -0.4
Cc1ccc(-c2csc(-c3nc(-c4ccc(Br)s4)cs3)n2)cc1 | 104.0 | -0.6
CCN(CC)S(=O)(=O)c1ccc(N(C(=O)Cn2nnc3ccccc32)C(C(=O)NC2CCCC2)c2ccco2)cc1 (stereo not given) | 101.0 | -0.1
COc1ccccc1N1CCN(C(=O)C2CCCN(S(=O)(=O)c3ccc4c(c3)oc(=O)n4C)C2)CC1 (stereo not given) | 107.0 | 0.5
Cc1ccc(NC(=O)C(Cc2ccccc2)NS(=O)(=O)c2cccs2)cc1Cl (stereo not given) | 107.0 | 0.5
Fc1ccc(-c2cc(-c3nnco3)[nH]n2)cc1 | 101.0 | -0.2
CC(C)C(NC(=O)Cc1cccc2ccccc12)C(=O)N1CCN(c2ncccn2)CC1 (stereo not given) | 110.0 | 1
CC(C)COc1ccc2[nH]c3c(c2c1)CCC3 | 105.0 | 0.1
CCCN1CCN(c2ncnc3sc(C(=O)Nc4ccc(C(C)C)cc4)c(C)c23)CC1 | 104.0 | -0.6
Cc1cnc(C(=O)Nc2ccc(S(=O)(=O)NC(C)C)cc2)cn1 | 102.0 | 0
COc1ccc(C)cc1NC1(c2ccccc2)C(=O)c2ccccc2C1=O | 108.0 | 0.3
CCCOc1ccc(-c2nc(=S)[nH][nH]2)cc1 | 102.0 | 0.4
CCN1CN(Cc2ccccc2)CNC1=S | 107.0 | 0.6
Cc1ccc(C(=O)Oc2ccc(/C=N/NC(N)=O)cc2)cc1 | 99.0 | -0.7
CCC1CCCCN1C(=O)Cn1c(C(=O)OC)cc2sccc21 (stereo not given) | 103.0 | 0.6
O=C(Nc1cccnc1)c1cc(=O)c2ccccc2o1 | 99.0 | -0.3
CC(C)(C)CC(C)(C)NC(=O)C1CCCCC1 | 102.0 | 0.1
Cc1cc(-c2csc(-c3cccnc3)n2)c(C)n1C | 103.0 | -0.1
N#Cc1ccccc1CSc1nnc(-c2ccccc2)o1 | 103.0 | -0.4
COc1ccc(-c2nc3ccccc3n3c(-c4ccc(OC)cc4)c4c(=O)n(C)c(=O)n(C)c4c23)cc1 | 105.0 | 0.3

Screening results deposited in PubChem BioAssay by ICCB-Longwood Screening Facility, Harvard Medical School.
